# K1F lysis inhibition = inhibition of K1F phage lysis, E. coli UTI89, bacterial capsule biogenesis inhibitors, alamar blue (AID 488966); 0.02% of 340,000 active; one-dose inhibition, % at 100 µM; IC50 in µM for titrated hits; E. coli UTI89 K1F phage lysis, alamar blue, 2 h; higher % means a stronger effect;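 active = phage lysis inhibition, versus mean bacterial control, above a set limit; inconclusive = no clear call, values can overlap the other calls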;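 also: capsule biogenesis inhibitors block K1F phage lysis so surviving cells raise fluorescence; higher fluorescence means more inhibition of phage lysis; actives were called in the ten point dose series up to 300 µM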
# T cell modulator = T cell immune modulation candidate; 2C CD8+ T cell-vesicle binding, flow cytometry; active compounds read low; calls only at 7 µM; 0.068% of 330,000 active;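 active = response, share of CD8 T cells binding vesicles, and their 90th percentile fluorescence all below set limits, cut at about 80% in these data, passing the limit was not always enough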
#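 material = purified 2C TCR transgenic mouse naive CD8+ T cells | controls = Unloaded micro-vesicles (low), QL9 vesicles with 0.7% DMSO (high) | detection = cytometric PE anti-B7-1 and Alexa647 anti-CD8 signals after 1% paraformaldehyde fixation | incubation = binding step 1.5 h, 37 °C, antibody labelling 20 min, ice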
# RSV CPE inhibition = inhibition of RSV-induced cytopathic effect – HEp-2 cells, primary 10 µM value included (AID 2391); HEp-2 cells, RSV-induced CPE inhibition; higher % means a stronger effect; one-dose CPE inhibition, % at 10 µM; IC50 in µM for titrated hits; 0.13% of 310,000 active; in the data active = a potency from the dose series; inconclusive = CPE inhibition mostly from about 23% at the one dose, without a potency; inactive = the rest, 99 in 100 with CPE inhibition below about 21%; also: strong numbers were not always called active
# T cell modulator vesicle-bound % = second read-out of T cell modulator, no call of its own (marks repeat the call); double positive events, %; measured here: CD8+ vesicle-bound cell fraction;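 binding gate set so that unloaded-vesicle control wells show 10% double positive cells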
# Numbers without * were called inactive; i = inactive; ? = inconclusive; & = joins results of further samples; [ ] = remark or other dose. Some of the compounds tested; the hit share may differ from the screen's.
SMILES,K1F lysis inhibition,T cell modulator,T cell modulator vesicle-bound %,RSV CPE inhibition
COc1ccc(N2CC(C(=O)N(C)CC(=O)Nc3ccc(Cl)c(C(F)(F)F)c3)CC2=O)c(OC)c1 (stereo not given),-1.1%[50 µM],i,36,7.3%
CC(OC(=O)CN1C(=O)NC2(CCCC2)C1=O)c1ccc(F)cc1 (stereo not given),2.0%[50 µM],i,7,0.5%
COc1ccc(S(=O)(=O)N2CCCCC2)cc1NC(=O)CSc1ncccn1,-0.2%[50 µM],i,15,1.8%
CCN(CC(=O)Nc1c(F)cccc1F)C(=O)c1cccc(S(=O)(=O)N(C)c2ccccc2)c1,0.9%[50 µM],i,42,0.4%
O=C(COc1ccc(Cl)cc1Cl)OCC(=O)c1ccc[nH]1,0.4%[50 µM],i,8,0.9%
O=C(COC(=O)Cc1ccccc1F)NCCNC(=O)COC(=O)Cc1ccccc1F,0.7%[50 µM],i,54,-1.4%
CCOc1ccc(OCCC(=O)N(CC)CC(=O)NCc2cccs2)cc1,0.9%[50 µM],i,34,0.7%
O=C(COc1ccc(F)cc1Cl)Nc1nc(-c2ccccn2)cs1,-0.5%,i,38,-1.9%
CCCCN(C(=O)CSCc1c(C)noc1C)c1c(N)n(CCCC)c(=O)[nH]c1=O,1.4%[50 µM],i,28,-0.1%
COc1ccccc1CCNC(=O)c1cccc(S(=O)(=O)N2CCc3ccccc3C2)c1,0.0%[50 µM],i,52,5.5%
Cc1ccc(S(=O)(=O)N2CCC(C(=O)OCC(=O)NC3(C#N)CCCCC3)CC2)cc1C,1.0%[50 µM],i,54,-1.2%
O=C(NC1=NCCS1)c1cccc(Br)c1,-0.3%,i,31,-2.3%
CC(C)[C@H](NC(=O)OCc1ccccc1)C(=O)OCC(=O)N1CCN(c2ccc(F)cc2)CC1,-0.3%[50 µM],i,42,2.3%
CC(Sc1nc2ccccc2c(=O)n1CC1CCCO1)C(=O)NC(C)c1ccccc1 (stereo not given),1.0%[50 µM],i,38,1.8%
Nc1nccnc1C(=O)OCC(=O)c1ccc[nH]1,0.6%[50 µM],i,16,-1.6%
CCCCn1c(N)c(N(CCC(C)C)C(=O)c2ccc(COc3ccccc3)o2)c(=O)[nH]c1=O,-0.2%[50 µM],i,62,-2.5%
CCc1ccc(O)c(CNCCNCc2cc(CC)ccc2O)c1,i,i,33,25%
O=C(CCNC(=O)c1ccc([N+](=O)[O-])cc1)NCCC1=CCCCC1,0.4%[50 µM],i,42,0.1%
Cc1ccc(NC(=O)NC(=O)COc2ccccc2C(N)=O)c(C)c1,-0.1%[50 µM],i,34,1.4%
O=C(COc1ccc(Cl)cc1Cl)Nc1ccccc1F,-1.5%,i,36,-0.7%
Cc1cccc([N+](=O)[O-])c1NC(=O)COC(=O)C1CC2CCCC(C1)C2=O (stereo not given),0.6%[50 µM],i,28,-1.3%
CCCCN1C(=O)C(=O)N(CC(=O)Nc2cc(Cl)ccc2OC)C1=O,-0.1%[50 µM],i,35,0.9%
CCN(CC)c1cccc(OCC(=O)N2c3ccccc3CC2C)c1 (stereo not given),0.2%[50 µM],i,41,8.2%
CCC(C(=O)OCc1csc(CC(=O)Nc2ccccc2C)n1)c1ccccc1 (stereo not given),-0.3%[50 µM],i,28,1.9%
COc1ccc(C2(C)NC(=O)N(CC(=O)Nc3ccc4c(c3)CCC4)C2=O)cc1OC (stereo not given),-0.1%,i,45,2.2%
O=C(COC(=O)/C=C/c1ccccc1)Nc1cccnc1Cl,i,i,55,0.1%
CCN(CC)c1ccc(C(=O)NNC(=O)c2cccn2C)cc1,0.7%[50 µM],i,28,-1.3%
O=C(OCCOc1cccc(Cl)c1)c1cc(S(=O)(=O)N2CCCCC2)ccc1N1CCOCC1,-0.3%[50 µM],i,56,21%
O=S(=O)(c1ccccc1)N1CCc2ccccc21,0.8%,i,57,2.9%
Cc1ccc(C)c(OCC(=O)NCC(c2ccco2)N2CCCCC2)c1 (stereo not given),2.6%[50 µM],i,22,-1.0%
COc1ccc(C(=O)Nc2ccc(NC(C)=O)cc2)cc1S(=O)(=O)N(C)Cc1ccccc1,0.2%[50 µM],i,25,1.9%
CCOc1ccc(S(=O)(=O)Nc2cccc(C(=O)NCC(c3ccco3)N(C)C)c2)cc1 (stereo not given),0.1%[50 µM],i,32,-1.4%
CC(C)C(NC(=O)c1ccc(F)cc1)C(=O)N1CCC1 (stereo not given),0.4%[50 µM],i,45,-0.5%
CC(C)C[C@@]12C(=O)N(c3cccc(Cl)c3)C(=O)N1[C@H](c1ccc(Cl)cc1)[C@@H]1C(=O)N(C3CCCCC3)C(=O)[C@@H]12,0.9%,i,57,4.4%
COc1ccc(SCCN2CC[C@@H](NC(=O)OCc3ccccc3)CCC2=O)cc1,1.3%,i,54,0.5%
C/C(=C\C(=O)c1ccc(Br)cc1)NNC(=O)c1ccccc1,0.3%,i,43,?
COc1ccccc1/C=C/C(=O)OCC(=O)NC1CCCCCC1,1.4%[50 µM],i,8,2.4%
CC(OC(=O)c1nc(Cl)ccc1Cl)C(=O)c1ccccc1 (stereo not given),-1.0%,i,38,-1.4%
CCn1nc(C(=O)Nc2cccc(S(=O)(=O)N3CCCC3)c2)c2ccccc2c1=O,0.1%[50 µM],i,42,3.8%
Cc1ccc(-c2cc(C(=O)NCCCN3CCOCC3)c3ccccc3n2)cc1,1.2%[50 µM],i,52,-2.1%
O=C1c2ccc(-c3ccc(F)cc3OCc3ccccc3)cc2S(=O)(=O)c2cccc(C(=O)N3CCCC3)c21,3.2%,i,60,1.4%
CC(C)C(NC(=O)Cc1ccccc1)C(=O)N1CCN(c2cccc(Cl)c2)CC1 (stereo not given),-1.4%[50 µM],i,32,-0.6%
Cc1ccc(S(=O)(=O)NCC(=O)NCC(=O)NCCc2ccccc2F)cc1C,0.9%[50 µM],i,33,0.0%
CCc1ccc(N2CC(C(=O)OCc3nc4ccsc4c(=O)[nH]3)CC2=O)cc1 (stereo not given),1.4%[50 µM],i,46,1.5%
COc1ccc(CC(=O)OCC(=O)Nc2ccc(OC(F)F)cc2)cc1OC,1.5%[50 µM],i,29,1.5%
O=C(CC1SC(N2CCCC2)=NC1=O)Nc1ccc(C(=O)N2CCCC(C(F)(F)F)C2)cc1 (stereo not given),0.8%[50 µM],i,17,0.6%
O=C(CN1C(=O)NC2(CCCC2)C1=O)N1CCN(Cc2ccccc2)CC1,2.0%[50 µM],i,38,0.1%
CC(=O)c1sc(NC(=O)C2CCN(c3ncnc4sc(C)c(C)c34)CC2)nc1-c1ccccc1,-0.2%[50 µM],i,59,3.1%
CC1C(=O)N2CCCc3cc(NC(=O)C(=O)NCCCc4ccccc4)cc1c32 (stereo not given),0.1%[50 µM],i,12,-2.4%
CCc1noc(C)c1C(=O)Nc1ccc(C)c(S(=O)(=O)N2CCCCCC2)c1,0.2%[50 µM],i,57,18%
CCC1(c2ccccc2)NC(=O)N(CC(=O)Nc2ccc(S(=O)(=O)NC3=NCCCCC3)cc2)C1=O (stereo not given),0.7%[50 µM],i,35,-0.4%
O=C(c1ccc(NS(=O)(=O)c2ccc3[nH]c(=O)[nH]c3c2)cc1)N1CCCCC1,0.8%[50 µM],i,22,-0.8%
Cc1ccc(OCCC(=O)OCC(=O)NC2CCCC2)cc1,1.3%[50 µM],i,50,0.6%
N#CC1(c2ccccc2)CCC(=NNS(=O)(=O)c2ccccc2)CC1 (stereo not given),0.6%[50 µM],i,29,1.0%
O=C(CCS(=O)(=O)c1ccccc1F)Nc1ccc(N2CCN(Cc3ccccc3)CC2)cc1,0.0%[50 µM],i,35,0.5%
CCC(=O)c1ccc(OCC(=O)Nc2cccc(S(=O)(=O)N(C)c3ccccc3)c2)cc1,2.3%[50 µM],i,14,1.7%
COc1ccc(C(=O)NCC(C)NC(=O)c2ccc(OC)c(OC)c2)cc1OC (stereo not given),4.0%,i,22,2.0%
CCCCn1c(N)c(N(CCOC)C(=O)c2ccc(N3CCCC3)c([N+](=O)[O-])c2)c(=O)[nH]c1=O,0.4%[50 µM],i,45,-2.0%
O=C(CN1CCN(S(=O)(=O)c2cccs2)CC1)NCC1CCCCC1,0.7%[50 µM],i,4,0.2%
COc1ccc(-c2ccc3c(c2)S(=O)(=O)c2cccc(C(=O)NCc4ccccc4Cl)c2C3=O)cc1OC,0.2%,i,34,1.6%
# Next records follow.
SMILES,K1F lysis inhibition,T cell modulator,T cell modulator vesicle-bound %,RSV CPE inhibition
COc1ccccc1N1CCN(CCN(C(=O)C2CCCCC2)c2ccccn2)CC1,1.6%&6.1%,i,26,7.7%
O=C(CNC(=O)c1ccco1)Nc1ccc2c(c1)OCCO2,-0.1%[50 µM],i,38,0.1%
CC1(C)O[C@@H]2[C@H](O1)[C@@H](CO)O[C@H]2n1cnc2c(N)ncnc21,0.7%,i,23,1.1%
O=C(CNC(=O)c1ccccc1F)Nc1ccncc1,1.4%[50 µM],i,22,0.5%
CCc1cc(Cn2nc(-c3ccccc3C)cc2C(=O)O)on1,1.3%,i,23,0.3%
O=S(=O)(c1ccc2c(c1)CCCC2)N1CCNCC1,1.5%[50 µM],i,36,-0.2%
COC(=O)[C@]1(Cc2ccccc2)N[C@H](c2ccc(-c3cc(C(C)=O)cs3)cc2)[C@@H]2C(=O)N(C)C(=O)[C@@H]21,-1.1%,i,35,-0.4%
O=C(NCCCN1CCCC1=O)c1cccc(NS(=O)(=O)c2ccccc2)c1,0.9%[50 µM],i,51,2.1%
O=C1CCC(c2ccccc2)(C2CCN(Cc3ccccc3)CC2)C(=O)N1 (stereo not given),4.0%,i,36,-1.3%
COc1ccccc1N(CCC#N)C(=O)CSc1nnc2ccccn12,0.5%[50 µM],i,30,-0.4%
CCOC(=O)c1c(C)[nH]c(C(=O)C(C)OC(=O)c2cnc(C)cn2)c1C (stereo not given),0.4%[50 µM],i,22,4.8%
CN(CC(=O)Nc1ccccc1C(F)(F)F)C(=O)COc1ccccc1Cc1ccccc1,1.6%,i,33,2.8%
O=C(NCC(=O)N1CCCCCCC1)c1ccc(Br)o1,1.1%[50 µM],i,49,0.4%
COc1ccc2oc(C(=O)OCC(=O)N3CCN(c4ccccc4)CC3)c(C)c2c1,1.8%[50 µM],i,49,1.0%
COc1ccc(-c2ccc3c(c2)S(=O)(=O)c2cccc(C(=O)NC4CCCCC4)c2C3=O)cc1OC,-0.4%,i,47,0.2%
CN(C)CCC(=O)C(Cc1ccccc1)c1ccccc1 (stereo not given),-0.9%,i,28,0.7%
CCCN(CC(=O)Nc1ccccc1C)C(=O)c1cc(C)oc1C,0.5%[50 µM],i,38,2.5%
CCN(c1ccccc1)S(=O)(=O)c1cccc(C(=O)NCc2ccccn2)c1,1.4%[50 µM],i,11,0.3%
COc1ccc(S(=O)(=O)N2CCCCC2)cc1NC(=O)c1ccc(CS(C)(=O)=O)cc1,0.8%[50 µM],i,8,-0.7%
O=C(CNC(=O)c1ccccc1)NCc1nc2ccccc2[nH]1,0.8%[50 µM],i,27,1.9%
CCCCn1c(N)c(N(CCOC)C(=O)CCNC(=O)c2ccc(Br)cc2)c(=O)[nH]c1=O,1.3%[50 µM],i,16,3.1%
CCC(=O)c1ccc(OCC(=O)OCC(=O)N2CCc3ccccc3C2)cc1,0.5%[50 µM],i,35,2.1%
CC1CCCC(NC(=O)CCNC(=O)c2ccc(Cl)cc2)C1C (stereo not given),0.4%[50 µM],i,16,-2.3%
